Arrestin-AP2 inh = blocks beta-arrestin peptide binding to AP2 adaptin. FITC-arrestin peptide / GST-AP2 beads, flow cytometry; AP2 beta2 appendage carries R879A mutation. inhibition, % at 10 µM. 340,000 compounds, 0.31% hits. AID 504490;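 active means inhibition above a set limit, near 3 SD of compounds lacking own fluorescence, cut at about 54% in these data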;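 further: plate controls were DMSO wells for no effect and 5 µM unlabelled arrestin peptide for full effect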
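Test system: GST-tagged AP2 beta2-adaptin appendage (R879A) on 4 µm glutathione beads; also added: fluorescein-tagged arrestin peptide at 50 nM final; timing: 12 min plus 1 h, RT; signal: flow cytometry, FL1 (488/535 nm); read-out: percent drop in bead-associated FITC signal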
DSG3 Ab inh = inhibitors of pemphigus antibody binding to human desmoglein-3; AID 588358; 310,000 compounds, 0.48% hits; DSG3-coupled beads, scFv-anti-DSG3-GFP binding, flow cytometry; hits give low values; binding (percent of control), % at 10 µM; P32926;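 active means binding more than 3 SD below its plate's average and above zero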;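 further: hits lower antibody fragment binding to DSG3; some compounds called inactive have numbers as strong as hits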
CAL PDZ FP-1 = blocks peptide binding to the human CAL PDZ domain; inhibition, % at 24.9 µM; purified CAL PDZ, TMR-peptide fluorescence polarization, 1 h; AID 602252; 300,000 compounds, 0.92% hits;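 active means mean inhibition of at least 30% with at least half of replicates also reaching 30%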;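 further: 0% = DMSO neutral control and 100% = excess unlabeled competitor peptide PRC23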
Cardiac RTF inh = cardiac RTF calcium desensitization; IANBD-labeled cardiac RTF, Ca2+ fluorescence; inhibition, % at 7.15 µM; 340,000 compounds, 0.12% hits; P19429+P45379;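 active means inhibition above the mean inhibition of all tested compounds plus 3 SD, cut at about 17% in these data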;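 further: assay run at fixed EC70 calcium of 1.6 mM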
NSD2 inh = blocks human histone methyltransferase NSD2 | O96028 | NSD2 peptide methylation, AlphaScreen, 120 min | inhibition, % at 12.5 µM | 310,000 compounds, 0.54% hits | AID 743445; in the data active means inhibition above about 50%
CAL PDZ FP-2 = human CAL PDZ-peptide interaction inhibition; Q9HD26; purified CAL PDZ, TMR-peptide fluorescence polarization, 1 h; 330,000 compounds, 0.02% hits; AID 504414; inhibition, % at 20 µM;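 active means highest replicate inhibition of at least 40%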;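 further: plate controls were DMSO neutral control wells for no effect and unlabeled competitor peptide control wells for full effect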
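material = purified tagged CAL PDZ domain construct (CerCALP) | buffer or medium = sodium phosphate/NaCl buffer pH 7.4 with TCEP, IgG, Thesit | reagent = TMR-labelled reporter peptide T*-PRC34 bound in PDZ groove | incubation = 1 h room-temperature incubation prior to read | measured by = fluorescence polarization (mP) | evaluation = percent inhibition from loss of millipolarization | control set = unlabelled peptide and DMSO controls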
Keap1-Nrf2 PPI = disrupts human Keap1 binding to Nrf2 peptide; Q14145; Keap1 Kelch-Nrf2 peptide fluorescence polarization, 1536-well; inhibition, % at 9.4 µM; 340,000 compounds, 0.15% hits; AID 504523; in the data active means inhibition above about 12%;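 further: human Keap1 Kelch domain with fluorescein labeled Nrf2 9mer peptide probe; 0% = neutral control wells and 100% = peptide positive control; higher means more block of Keap1 binding to Nrf2 peptide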
Target sequence (Q14145 whole entry, looked up, the tested form may be a part): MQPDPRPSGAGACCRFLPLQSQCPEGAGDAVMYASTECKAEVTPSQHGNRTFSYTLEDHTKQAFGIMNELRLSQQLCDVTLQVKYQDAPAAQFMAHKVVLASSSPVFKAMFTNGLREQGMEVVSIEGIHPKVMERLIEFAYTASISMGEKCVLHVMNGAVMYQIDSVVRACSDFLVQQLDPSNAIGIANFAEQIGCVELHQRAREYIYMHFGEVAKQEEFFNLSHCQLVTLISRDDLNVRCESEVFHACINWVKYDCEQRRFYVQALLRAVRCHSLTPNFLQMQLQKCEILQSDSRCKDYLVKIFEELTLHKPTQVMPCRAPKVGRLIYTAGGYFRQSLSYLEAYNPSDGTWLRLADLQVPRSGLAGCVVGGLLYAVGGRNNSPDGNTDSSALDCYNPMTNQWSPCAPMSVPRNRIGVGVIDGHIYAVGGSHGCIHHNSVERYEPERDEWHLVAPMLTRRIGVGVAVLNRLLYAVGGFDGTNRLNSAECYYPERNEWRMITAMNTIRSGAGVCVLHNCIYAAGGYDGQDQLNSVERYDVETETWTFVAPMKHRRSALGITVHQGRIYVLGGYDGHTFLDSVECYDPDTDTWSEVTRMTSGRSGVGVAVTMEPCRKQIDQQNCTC
DAGLB inhibitor = blocks human DAGLB lipase activity | AID 504411 | Q8NCG7 | inhibition, % at 5.17 µM | 340,000 compounds, 0.059% hits | HEK293T DAGLB membrane lysate, EnzChek fluorogenic substrate; in the data active means inhibition above about 34%;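 further: 0% = enzyme with vehicle and 100% = wells lacking enzyme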
C-LANA FP = inhibitors of KSHV LANA C-terminal domain DNA binding | MBP-C-LANA/FAM-LBS DNA binding, fluorescence polarization | inhibition, % at 9 µM | 340,000 compounds, 0.078% hits | AID 504423;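 active means highest replicate inhibition at or above 60% at 9 µM, even if other replicates fall short; inactive means all replicates below 60% inhibition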;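 further: 0% = neutral control wells and 100% = 4 µM acridine orange control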
V-ATPase pH = alters yeast V-ATPase proton transport; 350,000 compounds, 0.37% hits; S. cerevisiae, pHLuorin cytosolic pH fluorescence; response, % at 10 µM; in the data active means response mostly above about 7.3%, no sharp cut-off; inactive means mostly below about 5.4%; further: actives read high; inactives centre near 0; some compounds called inactive have numbers as strong as hits
An asterisk follows results filed as active; · = not tested or not shown.

SMILES | Arrestin-AP2 inh | DSG3 Ab inh | CAL PDZ FP-1 | Cardiac RTF inh | NSD2 inh | CAL PDZ FP-2 | Keap1-Nrf2 PPI | DAGLB inhibitor | C-LANA FP | V-ATPase pH
COc1ccc(CN2CCCC(C(=O)N3CCCC3)C2)c(OC)c1 (stereo not given) | 38 | 97 | -2 | -1 | 0 | 0.2 | 1 | -4 | 0.4 | 2
Cc1ccc(S(=O)(=O)N2CCCCC2)cc1NC(=O)c1cnccn1 | 5 | 97 | -5 | -12 | -1 | -3.5 | -1 | -1 | 0.3 | -3
Cc1ccc(C)c(N(C(=O)c2snc(C(N)=O)c2N)C(C(=O)NCC2CCCO2)c2cccs2)c1 (stereo not given) | 10 | 100 | -1 | -1 | · | -0.7 | 3 | 1 | -0.9 | -1
O=C(/C=C/c1ccc(OC(F)F)cc1)Nc1cccc(S(=O)(=O)N2CCOCC2)c1 | 4 | 104 | -7 | 3 | -3 | -3.1 | 0 | 0 | -1.5 | 5
Oc1ccc(/C=N/NC2=NCCCCC2)cc1 | -13 | 103 | -3 | -4 | 1 | -3.6 | 0 | 0 | 0.9 | -2
CCOC(=O)Cn1c(=O)oc2cc(S(=O)(=O)NC3CCCc4ccccc43)ccc21 (stereo not given) | 10 | 99 | · | -9 | · | -0.6 | 2 | 1 | 0.0 | 10
CCOC(=O)NC(Nc1nnc(C)s1)(C(=O)OCC)C(F)(F)F (stereo not given) | 2 | 96 | -5 | -4 | -1 | · | 0 | -1 | -1.0 | 2
CC(=O)Nc1cccc(-c2nc3ccccc3c(=O)o2)c1 | -2 | 91 | -1 | -1 | -2 | -0.1 | -2 | -1 | -0.9 | 4
Cc1cccc(C(=O)N2CCC(c3nc(-c4ccc(S(=O)(=O)N5CCOCC5)cc4)no3)CC2)c1 | 14 | 101 | -1 | -4 | 0 | -2.3 | 4 | 2 | 0.3 | -6
O=C(O)c1cc(NC(=O)c2ccc3c(c2)C(=O)N(Cc2ccccc2)C3=O)cc(C(=O)O)c1 | -5 | · | -5 | -4 | -1 | -3.8 | -3 | 4 | 2.4 | 7.6*
Cc1ccc(-c2nc3ccccc3c(C(=O)NCc3cccs3)c2C)cc1 | -11 | · | -1 | -8 | -1 | -1.6 | -4 | -9 | 0.5 | 2
Nc1c2c(nn1-c1ccc(C(=O)O)cc1)CNC2 | -3 | 95 | 1 | -11 | -2 | 0.0 | -7 | -3 | 0.6 | 1
C/C(=N\NC(=O)Cc1ccccc1)c1cccs1 | 26 | 78* | -2 | 3 | · | -2.9 | 2 | 0 | 0.1 | -2
COc1ccc(-n2nc(C)c3c(=O)c4c([nH]c32)CCCC4)cc1 | 2 | 101 | -1 | -1 | -1 | -1.9 | 3 | 1 | -0.1 | -2
CNC(=O)c1[nH]cnc1C(=O)N[C@@H](Cc1ccccc1)C(=O)OCc1ccccc1 | 20 | 104 | 9 | -9 | · | -3.4 | -2 | 0 | 0.2 | 2
CN(C)CCN1CC(C(=O)O)CC1=O (stereo not given) | -5 | 92 | -1 | -9 | 0 | · | -4 | -1 | 1.3 | 0
Cc1cc(C)cc(C(=O)Nc2nnc(SCC(=O)NCC3CCCO3)s2)c1 (stereo not given) | -15 | 109 | -2 | 4 | -4 | -3.2 | -3 | 1 | -2.0 | 2
O=C(CCC(=O)N(CC(=O)NC1CCCCC1)Cc1ccccc1)Nc1nccs1 | 22 | 106 | -2 | -15 | 5 | -2.0 | 0 | -1 | 0.2 | -1
COc1ccc(NC(=O)CN(C)C(=O)c2c(-c3ccccc3Cl)noc2C)cc1 | -13 | 99 | 2 | -20 | 0 | -2.1 | 1 | 2 | -0.7 | 0
Cc1ccc(CN(Cc2ccco2)C(=O)c2ccco2)cc1 | 20 | 81 | -3 | 7 | 5 | -1.9 | 1 | -6 | -0.1 | 2
CCC1CCc2sc(C(=O)NCC3CCCO3)cc2C1 (stereo not given) | -7 | 102 | -4 | 1 | -1 | 1.5 | 2 | -3 | -0.1 | 0
CC(OC(=O)c1ccc2c(=O)n3c(nc2c1)CCCCC3)C(N)=O (stereo not given) | 16 | 84 | 0 | 10 | -3 | -1.8 | -3 | -2 | 1.2 | -2
O=C(c1ccc[nH]1)N1O[C@@H]2C=C[C@H]1C2 | -10 | 102 | · | -6 | · | -2.5 | -3 | -2 | 0.4 | -2
COc1ccc(OC)c(S(=O)(=O)N2CCC(C(=O)NCc3ccccn3)CC2)c1 | 28 | 95 | 0 | -7 | 7 | -1.8 | -2 | -1 | -0.1 | -3
CN1C(=O)C(=O)N(CC(=O)Nc2ccccc2OC(F)F)C1=O | 0 | 95 | -6 | 3 | -1 | -0.8 | -5 | 0 | -0.1 | -3
SMILES | Arrestin-AP2 inh | DSG3 Ab inh | CAL PDZ FP-1 | Cardiac RTF inh | NSD2 inh | CAL PDZ FP-2 | Keap1-Nrf2 PPI | DAGLB inhibitor | C-LANA FP | V-ATPase pH
CCC(=O)c1ccc(OCC(=O)N(C)CC(=O)Nc2cccc(F)c2)cc1 | 7 | 102 | -7 | -10 | -8 | -0.3 | -6 | 0 | -0.7 | 4
O=C1N/C(=N\N=C\c2cccnc2)SC1Cc1ccc(SC(F)F)cc1 (stereo not given) | 24 | 100 | -5 | 1 | 2 | -3.2 | 0 | 4 | -0.5 | -5
CC1=Nc2cc(C(=O)NCCCOC(C)C)ccc2Sc2ccccc21 | 34 | 100 | -2 | 4 | 0 | -1.3 | -3 | -1 | -11 | -2
CC[C@H](C)C(=O)N[C@H]1CCCN1C(=O)/C=C/c1ccccc1 | -8 | 103 | 2 | 0 | · | -0.5 | -2 | -4 | -2.8 | 1
COc1ccccc1CNC(=O)COC(=O)Cc1cccs1 | 44 | 95 | 1 | -3 | 2 | -0.6 | 3 | -3 | -0.7 | 0
Cc1ccc(SCCN2CCC(O)CCC2=O)cc1 (stereo not given) | -7 | 101 | -3 | 2 | · | 1.5 | -5 | -1 | -0.1 | -2
O=C(C1CCC1)N1CCN(c2ccccc2)CC1 | 5 | 107 | -5 | 0 | 11 | -0.9 | -3 | 0 | 1.6 | 2
O=C(c1ccc(NS(=O)(=O)c2ccc(F)cc2)cc1)N1CCC1 | 5 | 108 | 0 | -13 | 2 | -3.0 | -2 | -1 | 0.7 | 6
N#Cc1ccccc1CSc1ncccc1C(=O)O | 14 | 70 | 0 | -4 | 1 | -1.7 | 0 | 0 | 1.0 | 3
CC/C(=C\C(=O)c1cccnc1)Nc1ccc(C)c(C)c1 | 3 | 112 | -2 | 1 | 14 | 0.7 | -6 | 3 | 1.7 | -3
Cc1cc(C)c2c(=O)[nH]c(SCC(=O)NCCc3ccccc3)nc2n1 | 3 | 104 | -5 | -2 | 1 | -3.1 | -3 | 0 | 1.0 | 2
Cc1ccc(-c2nnc3n2CCCCC3)cc1 | 4 | 99 | · | -13 | 0 | -2.3 | -4 | 1 | 0.6 | 1
Cc1ccc(/C=C/C(=O)N2CCN(S(=O)(=O)c3cccs3)CC2)o1 | 18 | 98 | -4 | -1 | 2 | -0.6 | -7 | 2 | -2.0 | -3
C=CCNc1nc(-c2c(C)nc3sccn23)cs1 | -6 | 102 | 1 | 5 | · | -2.2 | -1 | 1 | -0.7 | -1
Cc1cc(C(=O)CSc2nnc(N)s2)c(C)n1CCc1ccc(Cl)cc1 | 8 | 102 | -1 | -8 | -3 | -0.5 | -1 | 1 | -0.8 | 1
CC(Oc1cccc(F)c1)C(=O)Nc1ccc(N2CCOCC2)cc1 (stereo not given) | -14 | · | -3 | -12 | 1 | 0.2 | 1 | 3 | 1.6 | 1
CCN(CC(=O)NCc1cccs1)S(=O)(=O)c1ccc(C(C)C)cc1 | 4 | 107 | 2 | -8 | -2 | 0.0 | -2 | -3 | -5.8 | 5
CCN(CC)S(=O)(=O)c1ccc(N2CC(C(=O)NC3(C)CCS(=O)(=O)C3)CC2=O)cc1 (stereo not given) | -1 | 111 | -3 | -2 | -4 | -0.2 | 2 | 0 | -1.1 | 0
CC(=O)c1cc(F)c(N2CCCCCC2)cc1C | 8 | 103 | -6 | -3 | 1 | · | -3 | -9 | -0.9 | -1
CC(C)(C)NC(=O)C(c1cccnc1)N(C(=O)c1ccc(Cl)nc1)C1CCCC1 (stereo not given) | 34 | 99 | -3 | -2 | -3 | -1.5 | 0 | -2 | 10 | 0
Cc1ccccc1NC(=S)c1ccc2ccccc2n1 | 16 | 79* | -24 | 0 | 15 | -0.4 | 4 | -2 | 0.4 | -2
O=C(NCC(c1cccs1)N1CCOCC1)c1ccc(Cl)c([N+](=O)[O-])c1 (stereo not given) | 13 | 110 | 2 | 1 | 0 | -0.5 | -4 | 0 | 1.8 | 5
CCOc1ccc(CCNC(=O)COC(=O)c2ccc(S(C)(=O)=O)cc2)cc1OCC | 16 | 113 | -2 | 3 | -3 | -1.5 | -3 | -2 | 0.0 | 15*
COc1ccc(CNC(=O)C2CCN(c3nn4c(=O)cc(C)nc4s3)CC2)cc1 | 20 | 103 | -3 | -9 | 0 | -0.1 | -1 | 1 | -1.8 | -2
COc1ccccc1OCC(=O)NNC(=O)c1cccs1 | -37 | 105 | -1 | -12 | -3 | 5.9 | -3 | 5 | -0.1 | 0
SMILES | Arrestin-AP2 inh | DSG3 Ab inh | CAL PDZ FP-1 | Cardiac RTF inh | NSD2 inh | CAL PDZ FP-2 | Keap1-Nrf2 PPI | DAGLB inhibitor | C-LANA FP | V-ATPase pH
COc1ccc(S(=O)(=O)Cc2ccc(C(=O)N3CCN(c4ncccn4)CC3)o2)cc1 | -3 | 104 | · | 0 | · | -0.6 | 2 | 1 | 0.6 | -4
COc1ccc(C)cc1Nc1ccc(C(=O)O)cc1[N+](=O)[O-] | 28 | 103 | -30 | -1 | 4 | -4.8 | 1 | 13 | 1.6 | 2
CCN(CC)CCN1C(=O)c2oc3ccccc3c(=O)c2C1c1cccc(Br)c1 (stereo not given) | 25 | 101 | -3 | 3 | 14 | -1.0 | 0 | 3 | 1.2 | -5
O=[N+]([O-])c1ccc(CSc2nnc3ccccn23)cc1 | 10 | 105 | · | 5 | 2 | 0.0 | 6 | 1 | -1.0 | -3
CCOc1ccc(CN2CCC(n3nccc3NC(=O)c3ccccc3OC)CC2)cc1 | -7 | 154 | 8 | -13 | 1 | -2.3 | 1 | -4 | 18 | 3
CCc1ccc(-c2cc(C)no2)cc1S(=O)(=O)NCCN1CCC(C)CC1 | -1 | 98 | · | -6 | 3 | -1.2 | -4 | -3 | -0.3 | 1
O=C(CCCn1c(SCC(=O)NCC2CCCO2)nc2ccccc2c1=O)NCc1ccccc1 (stereo not given) | 7 | 99 | 1 | -12 | -2 | -0.6 | 1 | 0 | -1.5 | -9

Screening results deposited in PubChem by several laboratories.

Not all compounds are listed. The share of hits here may be higher or lower than overall.
